Compound activity deposited in PubChem by Sanford-Burnham Center for Chemical Genomics.
NOD1 inhibition: NOD1 signaling inhibitors, primary screen, cell-based, luminescence, uHTS (AID 1578). inhibition, % at 4 µM; hits with a dose series show EC50 in µM. 290,000 tested, 1% active. NOD1-driven NF-kB luciferase reporter cells, luminescence; higher % means a stronger effect; in the data active = inhibition mostly above about 36%, no sharp cut-off; inactive = mostly below about 34%;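 note: HEK-293T reporter cells stimulated with the NOD1 agonist gamma-tri-DAP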
KOR beta-arrestin-1: KOR agonists, beta-arrestin recruitment, primary screen, cell-based, luminescence, uHTS (AID 1777); KOR beta-arrestin recruitment, luminescence; higher % means a stronger effect; activation, % at 10 µM, or EC50 in µM where a hit was titrated; 280,000 tested, 0.02% active; in the data active = activation above about 50%, passing the limit was not always enough; note: a part of the inactive calls stands beside numbers as strong as those of hits
Siah-1 displacement: Siah-1 peptide-binding antagonists, primary screen, biochemical, fluorescence polarization, rhodamine-plectin, uHTS (AID 1817) | 290,000 tested, 0.02% active | Siah-1 / rhodamine-plectin peptide fluorescence polarization; higher % means a stronger effect | one-dose displacement, % at 20 µM; IC50 in µM for titrated hits;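 active = displacement of at least 50% at 20 µM, with a fluorescence ratio check between 0.3 and a set limit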;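 note: plate controls were Siah plus tracer with DMSO for no effect and tracer alone without Siah for full effect; strong numbers were not always called active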
HIV fusion peptide: inhibitors of HIV fusion peptide binding, primary screen, biochemical, uHTS, fluorescence dequenching (AID 1986); cell-free peptide binding, fluorescence dequenching, 30 min; higher % means a stronger effect; inhibition, % at 20 µM; hits with a dose series show IC50 in µM; 290,000 tested, 0.3% active; in the data active = inhibition mostly above about 52%, no sharp cut-off; inactive = mostly below about 76%; note: some results filed as inactive read as strong as hits
GPR55 beta-arrestin: selective activators of receptor GPR55 – imaging, U2OS cells, beta-arrestin-GFP redistribution, primary screen (AID 1961); U2OS GPR55 beta-arrestin-GFP redistribution imaging; higher % means a stronger effect; one-dose activation, % at 10 µM; EC50 in µM for titrated hits; 290,000 tested, 0.048% active;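 active = activation above 40% with more than 50 cells counted in the well; inconclusive = wells holding fewer than 50 cells, flagged as toxic or sparse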;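 note: U2OS osteosarcoma cells stably expressing GPR55 and beta-arrestin-GFP; plate controls were DMSO negative control for no effect and LPI positive control for full effect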
AID2073: inhibitors of Mint1-CaV2.2 protein interaction, biochemical, HTRF (AID 2073); HTRF protein-protein interaction, Mint1-CaV2.2; higher % means a stronger effect; inhibition, % at 20 µM, or IC50 in µM where a hit was titrated; 290,000 tested, 0.19% active; in the data active = inhibition mostly above about 51%, no sharp cut-off; inconclusive = no clear call, values can overlap the other calls; inactive = mostly below about 53%; note: some results filed as inactive read as strong as hits
GPR55 LPI antagonism: inhibition of LPI-stimulated GPR55 beta-arrestin translocation – imaging, U2OS, beta-arrestin-GFP, LPI agonist, primary screen (AID 2013) | U2OS GPR55 beta-arrestin-GFP translocation imaging, LPI antagonism; higher % means a stronger effect | inhibition, % at 10 µM, or IC50 in µM where a hit was titrated | 290,000 tested, 0.13% active;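 active = spots per cell inhibited over 60%, with over 100 cells counted and total cytoplasm intensity under 500,000; inconclusive = wells with under 100 cells, flagged as likely toxic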;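 note: U2OS cells stably carrying GPR55 and arrestin-GFP stimulated by 5 µM LPI near EC80; imaged beta-arrestin-GFP aggregate spots per cell after agonist stimulation; plate controls were LPI-stimulated DMSO wells for no effect and DMSO wells without LPI for full effect; some results filed as inactive read as strong as hits; confirmed hits need IC50 under 10 µM and bright autofluorescent wells are also inconclusive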
GPR35 antagonists: inhibition of zaprinast-stimulated GPR35 beta-arrestin translocation – imaging, U2OS, beta-arrestin-GFP, zaprinast agonist, primary screen (AID 2058) | U2OS GPR35 beta-arrestin-GFP translocation imaging, zaprinast antagonism; higher % means a stronger effect | inhibition, % at 10 µM, or IC50 in µM where a hit was titrated | 290,000 tested, 0.052% active;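 active = inhibition of at least 50% with at least 30 cells and total cytoplasm GFP at most 10,000,000; inconclusive = under 30 cells or total GFP of 10,000,000 plus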
KOR beta-arrestin-2: KOR antagonists, beta-arrestin recruitment, cell-based, luminescence, uHTS (AID 1778). KOR beta-arrestin recruitment, luminescence, antagonist mode; higher % means a stronger effect. inhibition, % at 10 µM; hits with a dose series show IC50 in µM. 290,000 tested, 0.091% active; in the data active = inhibition above about 50%; note: strong numbers were not always called active
Numbers without * were called inactive; ? = inconclusive; · = not tested or not shown; [ ] = remark or other dose.

SMILES	NOD1 inhibition	KOR beta-arrestin-1	Siah-1 displacement	HIV fusion peptide	GPR55 beta-arrestin	AID2073	GPR55 LPI antagonism	GPR35 antagonists	KOR beta-arrestin-2
COc1ccc(N2CCN(CC(=O)Nc3ccccc3SC)CC2)cc1	-13%	1.5%	9%	-1.8%	0.3%	-2%	6%	-11%	-45%[20 µM]
Cc1ccc(/C=N/NC(=O)c2cc(C3CC3)nc3ccccc23)o1	-14%	5.6%	-3%	0.3%	0.0%	6%	-22%	-15%	-53%
CN(CCc1ccccn1)C(=O)Nc1ccc(Cl)cc1	-18%	-0.7%	-4%	-1.7%	0.1%	7%	-4%	8%	-17%
CCc1nn2c(NCCCO)cc(C)nc2c1-c1ccc(F)cc1	7%	5.7%	0%	1.7%	-0.3%	8%	8%	12%	-41%[20 µM]
CN(Cc1ccc(Cl)cc1)C(=O)c1ccc2ccccc2n1	-27%	1.8%	0%	-0.5%	-0.1%	32%	-1%	-6%	7%
CCOc1ccccc1CNC(=O)c1cc2occc2n1C	-16%	0.3%	3%	2.5%	-0.3%	10%	9%	5%	-6%
COc1cccc(S(=O)(=O)c2nc(C)c3c(n2)CCC3)c1	-28%	3.2%	-8%	-0.6%	0.2%	0%	-11%	-3%	-17%[20 µM]
Cn1c(=O)c(=O)n(C)c2cc(S(=O)(=O)N3CC(=O)N(CCc4ccccc4)C(=O)C3)ccc21	-3%	-0.1%	-2%	0.2%	0.0%	32%	-6%	15%	-10%
COC(=O)c1cccc(NC(=O)CN2CCN(c3ccc(OC)cc3)CC2)c1	-10%	2.9%	1%	0.6%	0.2%	-8%	2%	2%	-16%
CCOc1ccc(NC(=O)NC2(C(=O)NCc3ccco3)CCCCC2)cc1	1%	-1.3%	-5%	2.5%	0.3%	-1%	-10%	11%	-38%
CCn1cc(CN2CCN(CCc3ccccc3)C(CCO)C2)c(C)n1 (configuration not stated)	-4%	-3.0%	3%	-1.0%	-0.2%	17%	7%	13%	6%
O=C(c1cccc(Br)c1)N1CCN(C(=O)c2cccc(Br)c2)CC1	-5%	-5.4%	-5%	-0.3%	0.6%	2%	-2%	-12%	10%
O=C(CC1CCCCC1)NCc1ccccc1Cl	-36%	-0.4%	1%	1.3%	-0.1%	-4%	-9%	12%	-3%
CCN(c1ccccc1)c1cc2ccccc2c(=O)[nH]1	-1%	3.3%	14%	-0.9%	0.7%	12%	-18%	-1%	-48%
Cc1ccc(-c2cc(C(F)(F)F)n3ncc(C(=O)N4CCN(C)CC4)c3n2)cc1	10%	-9.5%	-6%	-1.5%	-0.3%	7%	8%	7%	-32%
Cc1ccc(NC(=O)C2=C(O)c3sccc3N(C)S2(=O)=O)cc1	-25%	0.5%	3%	8.5%	-0.3%	16%	0%	-3%	14%
COCCNc1nc(-c2cc(-c3ccccc3)on2)cc(C(C)C)n1	-3%	-3.5%	4%	-0.1%	0.4%	6%	10%	-2%	34%
COc1ccc(CC(=O)Nc2cccc(/C(C)=N/NC(=O)c3cccc([N+](=O)[O-])c3)c2)cc1	-8%	6.5%	6%	-1.9%	-0.1%	23%	11%	18%	-12%
O=C(Cn1cnnn1)NC1CCCN(Cc2ccccc2F)C1 (configuration not stated)	-14%	-2.2%	1%	0.9%	-0.1%	6%	9%	-7%	-19%
O=[N+]([O-])c1cccc(CN2CCN(c3ncccn3)CC2)c1	-21%	0.5%	10%	2.4%	-0.2%	5%	5%	-3%	-4%[20 µM]
CCC(NC(=O)CCc1nnc(-c2cc(C)on2)o1)C12CC3CC(CC(C3)C1)C2 (configuration not stated)	-14%	1.3%	-2%	-0.7%	0.6%	6%	10%	0%	-5%
COc1ccc(-c2nnc(NC(=O)CSc3ccc(C)cc3)s2)cc1OC	-9%	7.3%	4%	3.9%	0.0%	22%	11%	3%	5%
O=C(N/N=C/c1ccccn1)C(=O)N1CCCCCC1	5%	-0.6%	5%	3.1%	-0.3%	4%	-2%	8%	5%
COc1ccc(NC(=S)c2ccc3ccccc3n2)cc1	-19%	-0.4%	2%	-1.7%	0.3%	0%	-11%	-9%	-23%
O=C(O)C1CCCCC1C(=O)NCc1ccc(F)cc1 (configuration not stated)	-33%	7.8%	3%	-0.9%	-0.1%	-6%	31%	0%	3%
Cc1ccc(S(=O)(=O)N2CCN(C(=O)COC(=O)c3ccc(C(C)(C)C)cc3)CC2)c(C)c1	-27%	5.6%	6%	1.4%	-0.1%	14%	19%	-11%	-19%
COc1cccc(-c2nnc(SCC(=O)N3CCCc4ccccc43)o2)c1	-21%	6.8%	-2%	-1.8%	-0.1%	-26%	-3%	-7%	-35%
CCOCC(=O)Nc1ccc(C(=O)Nc2ccccc2Cl)cc1	-54%	1.4%	1%	-0.1%	0.1%	31%	9%	8%	-11%
Fc1ccc(C2CCCN2Cc2nc(-c3cnccn3)no2)cc1 (configuration not stated)	-27%	·	4%	0.8%	0.3%	-2%	10%	14%	-23%[20 µM]
CC[n+]1c(/C=C/c2ccc(N(C)C)cc2)ccc2ccccc21	1%	0.3%	1%	-3.2%	-0.2%	-25%	0%	6%	33%
CCS(=O)(=O)c1ccc2c(c1)N(S(C)(=O)=O)CC(C(=O)NN)O2 (configuration not stated)	4%	-1.7%	6%	-0.5%	0.5%	8%	9%	8%	4%
Cc1ccsc1C1C(C(=O)O)c2ccccc2C(=O)N1C (configuration not stated)	-44%	1.5%	3%	-2.0%	-0.1%	1%	-3%	1%	4%
c1ccc(CNc2ncnc3sc4c(c23)CCCC4)nc1	8%	-2.7%	5%	4.6%	-0.7%	7%	-4%	2%	16%
O=C(Cc1ccccc1[N+](=O)[O-])NNC(=O)Nc1ccc2c(c1)OCO2	-12%	-1.5%	-4%	0.1%	-0.2%	-5%	-1%	6%	-4%
COc1cc(OC)cc(C(=O)NC(=S)Nc2ccc(Cl)c(C(=O)O)c2)c1	·	4.5%	5%	0.3%	-0.1%	-12%	18%	17%	8%
CS(=O)(=O)N(CC(=O)N1CCN(c2ccccc2)CC1)c1cccc(Br)c1	3%	-5.0%	3%	2.7%	-0.3%	7%	-4%	8%	6%
CCCOc1cc(C)nc(-c2ccccc2O)n1	13%	-1.9%	-3%	-0.5%	0.2%	16%	-7%	-6%	-2%
CCc1c(C)nc2ncnn2c1N1CCCC(C(=O)NCCc2ccccc2)C1 (configuration not stated)	-18%	1.8%	1%	1.7%	-0.1%	1%	15%	18%	-8%
C=CCN(c1ccccc1)S(=O)(=O)c1cccc(C(=O)Nc2nc3ccccc3[nH]2)c1	-6%	1.0%	4%	-1.0%	-0.2%	9%	-1%	2%	-12%
CC(C)(C)OC(=O)N[C@@H](Cc1ccccc1)C(=O)NCC1CCC(C(=O)O)CC1 (some centres not stated)	-4%	2.5%	5%	-1.4%	-0.1%	8%	12%	-2%	3%
Cc1nn(C(C)C(=O)NC2CC2)c(=O)c2nn(-c3ccccc3)c(C)c12 (configuration not stated)	32%	5.4%	-8%	-0.8%	0.4%	6%	-25%	-4%	-25%
COc1ccccc1N(CC(=O)Nc1ccc2c(c1)OCO2)S(=O)(=O)c1ccccc1	-8%	0.3%	-2%	2.1%	-0.2%	-3%	-6%	7%	-1%
COc1ccc(COCC(O)CN2CCCC(C(F)(F)F)C2)cc1 (configuration not stated)	12%	4.9%	4%	3.1%	-0.4%	0%	-2%	27%	-36%
C=C(C)CSc1nc2sc3c(c2c(=O)n1-c1ccc(OC)cc1)CCN(C)C3	-1%	-2.0%	0%	2.5%	-0.1%	18%	5%	12%	-13%
COc1ccc(OC)c(CN2CCSCC2)c1	12%	-4.8%	7%	1.8%	-0.1%	1%	27%	7%	-28%[20 µM]
O=S(=O)(c1cccc2nsnc12)N1CCN(C/C=C/c2ccccc2)CC1	8%	-4.2%	2%	1.4%	-0.2%	2%	-1%	5%	19%
COc1ccc2[nH]c3c(c2c1)CCNC3c1ccc([N+](=O)[O-])o1 (configuration not stated)	11%	7.2%	6%	9.0%	-0.1%	22%	-19%	5%	-15%
O=C(c1ccccc1F)N1CCN=C1c1ccccc1	9%	0.2%	4%	0.1%	-0.1%	4%	9%	-12%	-28%[20 µM]
Cn1c(=O)c2ccccc2n(Cc2cccc(F)c2)c1=O	33%	4.0%	5%	-1.3%	-0.1%	10%	-4%	9%	-6%
Cc1c(NS(=O)(=O)c2ccccc2)cc(Cl)c(O)c1C	-43%	-2.4%	-7%	-1.2%	0.3%	-42%	6%	14%	-16%
CN1CCC(=NNC(=O)C(=O)Nc2cccc(Br)c2)CC1	3%	0.7%	-6%	-0.4%	0.0%	-16%	-8%	-3%	9%
COc1ccc(C/C(O)=C(\C#N)c2nc3ccccc3[nH]2)cc1OC	-32%	2.7%	-2%	3.4%	0.2%	12%	3%	7%	-17%
N=c1oc2ccc(Br)cc2cc1C(=O)NCc1ccc(F)cc1	-6%	2.9%	-1%	3.5%	0.0%	2%	-11%	1%	-8%
Cc1nnc(SCC(=O)Nc2ccc(F)cc2)n(N)c1=O	-8%	1.9%	-3%	-0.6%	-0.2%	6%	8%	6%	2%
COc1ccccc1C(=O)OCn1nnc2ccccc2c1=O	4%	-4.1%	3%	-2.2%	-0.1%	8%	2%	6%	19%
Cc1nn(-c2ccccc2)c(Cl)c1C(=O)NCC(=O)O	-22%	-1.7%	0%	-1.1%	-0.2%	-9%	10%	-14%	33%
COc1ccc(CCN2C(=O)CC(Sc3ncccc3C(=O)O)C2=O)cc1OC (configuration not stated)	-31%	0.2%	-3%	-1.7%	0.2%	1%	-2%	-8%	12%
CCOc1ccc(N=c2cc(-c3ccc(OC)cc3)oc3ccccc23)cc1	-15%	-1.8%	6%	-2.8%	-0.1%	4%	10%	-5%	42%
COc1ccc(CCNC(=O)C2CCCN2S(=O)(=O)c2cccc3nsnc23)cc1OC (configuration not stated)	1%	-1.0%	0%	0.3%	-0.2%	7%	-4%	13%	-8%
Cc1ccc(/C=N/NC(=O)c2c[nH]c3ccccc23)o1	-30%	-2.5%	1%	-0.1%	-0.1%	-10%	12%	-5%	5%
CC(C)C[C@@H]1NC(=O)N(CCN2CCOCC2)C1=O	6%	3.5%	5%	2.9%	-0.2%	?	8%	18%	16%
COc1ccc(C(=O)N/C(=C/c2cccnc2)C(=O)N2CCCCCC2)cc1OC	-18%	-0.3%	1%	-0.3%	0.2%	16%	-4%	-16%	-47%

This is a subset (hit frequency here may not be typical).
